ANO1 block = TMEM16A chloride channel inhibitors, primary screen, cell-based, HTS; normalized B-score (activity score, 25-100; higher = stronger inhibition) at 10 µM; HEK293 TMEM16A/YFP iodide influx fluorescence, ionomycin; 1.2% of 310,000 active; Anoctamin-1 (Mus musculus), Q8BHY3;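 active means ratio plate-corrected score three or more library SD toward inhibition, starting fluorescence score within five deviations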;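 further: score derived from kinetic fluorescence span divided by baseline fluorescence per well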
KCNK3 block = human KCNK3 channel inhibitors, primary screen, CHO cells, FluxOR thallium flux, B-score. FluxOR fluorescence; stronger effect = lower value. 0.84% of 340,000 active. B-score at 10 µM. AID 602410, 2012. Potassium channel subfamily K member 3 (Homo sapiens), O14649;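 active means B-score under library mean minus 4 SD, starting fluorescence ratio at most library mean plus 5 SD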;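 further: more negative B-score means stronger inhibition of thallium flux through KCNK3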
KCNK9 inh = KCNK9 potassium channel inhibitors, primary screen, HEK293 cells, thallium flux. Potassium channel subfamily K member 9 (Homo sapiens), Q9NPC2. FluxOR thallium flux fluorescence; stronger effect = lower value. B-score at 10 µM. 1.2% of 310,000 active. AID 488922, 2010;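 active means ratio B-score over 3 SD below the library mean, with starting fluorescence within 5 SD of its mean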;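 further: negative B-score means less thallium flux so channel inhibition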
SKKanGAS inh = S. pyogenes SKKanGAS growth inhibitors in kanamycin, primary screen, streptokinase expression inhibitor project, SKKanGAS strain, BacTiter-Glo luminescence; 6 h; inhibition, % at 7.5 µM; 1.3% of 300,000 active; AID 1662, 2009;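 active means mean replicate score, as percent of positive control median, at least 50; inconclusive means mean below 50 but one replicate at or above 50; inactive means mean and every replicate below 50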;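 further: strain carries kanamycin resistance gene driven by streptokinase promoter and grows in 40 µg/ml kanamycin; loss of luminescence reflects streptokinase promoter inhibition or plain growth inhibition; 0% = median of DMSO wells and 100% = positive control at its reference dose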
RGS4 pot = RGS4 potentiators or activators, primary screen, cell-based, HEK293 M3R inducible RGS4, calcium flux | AID 463111, 2010 | carbachol calcium flux Fluo4; stronger effect = lower value | 0.92% of 310,000 active | B-score at 10 µM;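 active means B-score of the integrated calcium signal more than 4 SD below the library mean, with starting fluorescence not abnormally high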;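 further: negative B-score means reduced calcium response which marks RGS4 activation or potentiation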
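Material: Inducible-RGS4 HEK293 cells carrying M3 receptor; also added: carbachol at ECmax as muscarinic agonist stimulus; incubation: compound preincubation 20 min at room temperature before agonist; signal: Fluo4-AM (2 µM) calcium-flux fluorescence, kinetic read; measure: integrated calcium ratio converted to B score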
hERG protect = hERG rescue from dofetilide block, primary screen, cell-based, CHO-hERG, FluxOR thallium flux, dofetilide IC70 | activation (rescue from dofetilide block), less the hit threshold, % at 10 µM | 0.51% of 310,000 active | dofetilide IC70 present | Voltage-gated inwardly rectifying potassium channel KCNH2 (Homo sapiens), Q12809;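 active means activation above the mean of controls blocked by dofetilide plus 5 SD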;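 further: thallium influx through hERG after potassium depolarization seen as dye fluorescence rise; in these data hits start at about 4.7%; inactives centre near -7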
Target sequence (Q12809 whole entry, looked up): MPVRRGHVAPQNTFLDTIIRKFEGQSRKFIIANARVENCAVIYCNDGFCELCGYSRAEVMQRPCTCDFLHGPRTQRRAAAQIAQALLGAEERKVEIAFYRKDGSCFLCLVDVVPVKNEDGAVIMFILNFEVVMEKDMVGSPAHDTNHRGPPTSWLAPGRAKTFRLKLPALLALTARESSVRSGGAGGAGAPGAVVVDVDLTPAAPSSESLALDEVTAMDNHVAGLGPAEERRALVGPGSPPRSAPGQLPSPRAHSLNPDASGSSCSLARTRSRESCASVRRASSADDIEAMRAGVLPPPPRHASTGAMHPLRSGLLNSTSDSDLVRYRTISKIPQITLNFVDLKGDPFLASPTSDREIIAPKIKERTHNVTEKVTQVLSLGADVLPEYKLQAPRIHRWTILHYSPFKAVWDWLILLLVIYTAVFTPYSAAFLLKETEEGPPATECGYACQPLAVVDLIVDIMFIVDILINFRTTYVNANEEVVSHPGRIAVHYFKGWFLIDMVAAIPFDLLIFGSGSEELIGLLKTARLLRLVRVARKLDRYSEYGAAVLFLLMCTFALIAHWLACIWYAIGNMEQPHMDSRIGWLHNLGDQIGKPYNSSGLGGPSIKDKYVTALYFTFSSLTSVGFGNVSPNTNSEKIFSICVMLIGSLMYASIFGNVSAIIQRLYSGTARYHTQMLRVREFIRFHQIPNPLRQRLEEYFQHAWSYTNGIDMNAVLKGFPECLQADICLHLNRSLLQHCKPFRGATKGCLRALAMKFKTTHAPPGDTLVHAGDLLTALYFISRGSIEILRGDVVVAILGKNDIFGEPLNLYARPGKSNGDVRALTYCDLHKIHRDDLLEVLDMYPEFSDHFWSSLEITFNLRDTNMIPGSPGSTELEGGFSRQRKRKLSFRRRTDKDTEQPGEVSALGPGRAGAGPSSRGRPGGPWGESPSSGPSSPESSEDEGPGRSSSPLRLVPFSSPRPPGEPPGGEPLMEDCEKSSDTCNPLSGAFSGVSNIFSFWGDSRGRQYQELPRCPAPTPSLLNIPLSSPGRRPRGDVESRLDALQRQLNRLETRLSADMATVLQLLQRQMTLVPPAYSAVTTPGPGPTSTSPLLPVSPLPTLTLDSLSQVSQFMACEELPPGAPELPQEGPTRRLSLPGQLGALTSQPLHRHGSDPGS
TMEM16A act = TMEM16A chloride channel activators or potentiators, primary screen, cell-based, HTS; Anoctamin-1 (Mus musculus), Q8BHY3; HEK293 TMEM16A/YFP-H148Q/I152L, iodide quench fluorescence; stronger effect = lower value; B-score at 10 µM; 0.3% of 340,000 active;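 active means fluorescence-ratio B-score plate-corrected deviation score at least 3 library SD below zero, with starting fluorescence score within 5 deviations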;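 further: channel opened by trigger with iodide after compound preincubation; score built on the fluorescence ratio of max minus min over baseline; more negative score means more quench and so TMEM16A activation or potentiation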
HDAC3 inhib = HDAC3 deacetylase inhibitors, primary screen, biochemical, fluorescence, cell-free homogeneous | Histone deacetylase 3 (Homo sapiens), O15379 | recombinant HDAC3, fluorogenic peptide/trypsin coupled | inhibition, % at 8.3 µM | 0.15% of 320,000 active; in the data active means inhibition above about 26%, passing the limit was not always enough; inconclusive means no clear call, values can overlap the other calls
KCNQ1 inh = inhibitors of human KCNQ1 channel, primary screen, cell-based, thallium flux, high-throughput; Potassium voltage-gated channel subfamily KQT member 1 (Homo sapiens), P51787; CHO-K1 KCNQ1, FluxOR thallium flux fluorescence; stronger effect = higher value; B-score at 10 µM; 1.3% of 310,000 active; AID 2642, 2010;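 active means compounds whose thallium flux B-score, printed positive for inhibition, exceeds three library SD while starting fluorescence stays within three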;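 further: channel opened by potassium depolarization with thallium stimulus after 20 min compound exposure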
RGS4 inh = RGS4 inhibitors, primary screen, cell-based, HEK293 M3R inducible RGS4, calcium flux | B-score at 10 µM | Fluo-4 calcium flux; stronger effect = higher value; triggered by carbachol at its EC20 | Regulator of G-protein signaling 4 (Homo sapiens), P49798 | 0.45% of 310,000 active;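 active means B-score, a plate-corrected calcium signal, over three deviations above library mean, with baseline fluorescence within five deviations of library mean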;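 further: RGS4 expression induced by doxycycline in cells with stable M3 receptor; B-score is computed from the integrated fluorescence ratio over baseline after carbachol; higher B-score means a larger calcium signal and so more RGS4 inhibition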
KCNQ1 act = potentiators or activators of KCNQ1 channel, primary screen, cell-based, thallium flux, high-throughput. CHO-K1 KCNQ1, thallium flux FluxOR fluorescence; stronger effect = higher value. B-score at 10 µM. 0.35% of 310,000 active. AID 2648, 2010;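 active means fluorescence ratio B-score, a plate-corrected score, at least three library SD, with initial intensity B-score within 5 SD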
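Medium – assay buffer, equal DMSO in all wells · Material – CHO-K1 cell line with stable KCNQ1 potassium channel expression · Signal – kinetic FluxOR thallium fluorescence, 10-s 1-Hz baseline, 110-s post-stimulus read · Compound – single concentration per compound, DMSO matched to controls · Schedule – 37 °C overnight plating, 90-min dark dye load, 20-min compound pretreatment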
* = called active by the depositor; i = inactive; ? = inconclusive; / = no result given.

SMILES	ANO1 block	KCNK3 block	KCNK9 inh	SKKanGAS inh	RGS4 pot	hERG protect	TMEM16A act	HDAC3 inhib	KCNQ1 inh	RGS4 inh	KCNQ1 act
CCCCn1c(N)c(N(CCC(C)C)C(=O)c2ccc3c(c2)OCO3)c(=O)[nH]c1=O	i	i	i	-1	i	-7	i	-2	i	i	i
Cc1ccc(SCCN2CCN(C)CC2)cc1	i	i	i	-2	i	-7	i	6	i	i	i
O=C(CNc1ccc(F)cc1)c1ccccc1	i	i	i	-10	i	-4	i	-8	i	i	i
O=C(Nc1ccccc1C(=O)N1CCCCC1)c1cccs1	i	i	i	8	i	1	i	-3	i	i	i
COc1ccc2cc3cc(C(=O)N(C)C4CCCCC4)oc3nc2c1	i	i	i	11	i	-6	i	?	i	i	i
CC(=O)NC(=O)NC1CSCC1OC(C)=O (stereo not drawn)	i	i	i	-14	i	-14	i	-3	i	i	i
CC(C)(C)NC(=O)NC(=O)COc1ccccn1	i	i	i	-11	i	-6	i	1	i	i	i
COc1ccccc1CNC(=O)CC(NS(=O)(=O)c1ccc(C)cc1)c1ccco1 (stereo not drawn)	i	i	i	-5	i	-10	i	-1	i	i	i
CCc1nnc(NC(=O)CSc2nnc(C(C)NC(=O)c3ccccc3)n2C)s1 (stereo not drawn)	i	i	i	3	i	-2	i	1	i	i	i
Cc1ccc(NCC(O)Cn2cnc3c2c(=O)n(C)c(=O)n3C)cc1 (stereo not drawn)	i	i	i	-1	i	-6	i	2	i	i	i
Cc1ccc(NC(=O)CNC(=O)OCc2ccccc2)cc1C	i	i	i	-4	i	-7	i	-7	i	i	i
CC1CCN(c2c(NCC3CCC(C(=O)N4CCCC(C)C4)CC3)c(=O)c2=O)CC1 (stereo not drawn)	i	i	i	-3	i	-1	i	-5	i	i	i
CCC1Nc2ncnc(N3CCOCC3)c2N(Cc2ccccc2)C1=O (stereo not drawn)	i	i	i	-2	i	-4	i	6	i	i	i
COc1ccc(N2CCN(C3CCCN(C(=O)CN4CCOC4=O)C3)CC2)cc1 (stereo not drawn)	i	i	i	2	i	-7	i	-2	i	i	i
O=C(NC1CCCC1)c1ccc(Cl)s1	i	i	i	3	i	-9	i	-8	i	i	i
COC(=O)[C@H]1[C@H](C(=O)OC)[C@@H](C(=O)OC)N(c2ccc(OC)cc2)[C@@H]1C(=O)OC	i	i	i	3	i	-3	i	5	i	i	i
Cc1cc(C(=O)N/N=C/c2cccc([N+](=O)[O-])c2O)n[nH]1	i	i	i	3	i	-11	i	-3	i	i	i
CCn1c(SCC(=O)NNC(=O)Cc2ccccc2)nnc1-c1ccncc1	i	i	i	2	i	1	i	5	i	i	i
Cc1ccc(S(=O)(=O)c2nc(-c3ccc(F)cc3)oc2N2CCOCC2)cc1	i	i	i	5	i	-8	i	3	i	i	i
Clc1ccc(OCCOCCOc2cccc3cccnc23)c(Br)c1	i	i	i	-2	i	-6	i	4	i	i	i
CCOC(=O)c1cccc(NC(=O)C2CCCN(S(=O)(=O)c3cnc[nH]3)C2)c1 (stereo not drawn)	i	i	i	-2	i	-6	i	-10	i	i	i
COc1cc(SC)ccc1C(=O)OCC(=O)NCC(C)C	i	i	i	0	i	-17	i	6	i	i	i
O=C1SCCC1NS(=O)(=O)c1ccc([N+](=O)[O-])cc1 (stereo not drawn)	i	i	i	-12	i	-7	i	-1	i	i	i
COc1ccc(NC(=O)C2CCCN2S(=O)(=O)c2ccc3c(c2)CCC(=O)N3)cc1 (stereo not drawn)	i	i	i	-3	i	-6	i	1	i	i	i
COCc1cc(N2CCCCC2)nc(-c2ccccc2)n1	i	i	i	-4	i	-2	i	1	i	i	i

Continued.
SMILES	ANO1 block	KCNK3 block	KCNK9 inh	SKKanGAS inh	RGS4 pot	hERG protect	TMEM16A act	HDAC3 inhib	KCNQ1 inh	RGS4 inh	KCNQ1 act
Cn1c(=O)[nH]c2nc[nH]c2c1=O	i	i	i	-2	i	-6	i	-2	i	i	i
CC(NC(=O)c1nn(C)c2c1CS(=O)(=O)c1ccccc1-2)c1ccccc1 (stereo not drawn)	i	i	i	3	i	-9	i	-3	i	i	i
O=c1cc(CO)oc(CN2CCC(Cc3ccccc3)CC2)c1O	i	i	i	-1	i	-7	i	-8	i	i	i
O=C(COC(=O)c1ccccc1NC(=O)c1ccco1)NC1CC1	i	i	i	-7	i	-13	i	-3	i	i	i
NCC12CC3CC(C1)CC(c1ccc(Cl)cc1)(C3)C2	i	i	-7.2*	0	-7.2*	-37	i	-1	i	i	i
CCc1ccc(NC(=O)Cn2nnc(C(=O)NCc3ccc(OC)cc3)c2N)cc1	i	i	i	3	i	-10	-26*	-11	i	i	i
C=CCn1c(O)c(N=NC(=S)Nc2ccccc2C)c2cc(S(=O)(=O)N3CCOCC3)ccc21	i	i	i	-2	i	-2	i	4	i	i	9*
Cc1ccc(OCCn2cc(C(=S)N3CCCC3)c3ccccc32)cc1C	i	i	i	13	i	-11	i	8	i	i	i
Cc1nn(CC(=O)Nc2ccccn2)c(=O)c2ccccc12	i	i	i	-2	i	-7	i	2	i	i	i
CCN(CC)S(=O)(=O)c1cccc(C(=O)N2CCCCC2)c1	i	i	i	-1	i	-1	i	2	i	i	i
CCN1CCN(Cc2cccc(Oc3ccccc3)c2)CC1	i	i	i	-9	-8*	-10	i	0	i	i	i
CCOc1cc(/C=C2\CCCC(C(=O)C(F)(F)F)=C2O)ccc1O	i	i	i	-10	i	-10	i	35*	i	i	i
COC(=O)c1ccc(COC(=O)c2ccc(CS(=O)(=O)c3ccc(C)cc3)cc2)cc1	i	i	i	1	i	-6	i	-2	i	i	i
COc1ccc(C2Nc3ccccc3C(=O)N2c2ccc(C)cc2)cc1Cn1nnc2ccccc21 (stereo not drawn)	i	-8.8*	i	1	i	-12	i	-6	i	i	i
COC(=O)c1ccccc1NC(=O)Nc1cnccn1	i	i	i	-1	i	-3	i	-1	i	i	i
C/C(=N\NC(=O)CNC(=O)c1ccc(Br)cc1)c1ccco1	i	i	i	0	i	-1	i	1	i	i	i
Cc1cc(C)c(C(=O)COC(=O)CCNS(=O)(=O)c2c(Cl)cccc2Cl)cc1C	i	i	i	-1	i	-10	i	2	i	i	i
Cc1ccc([N+](=O)[O-])c(OCCN2CCc3ccccc3C2)c1	i	i	i	0	i	0	i	4	i	i	i
CCCn1nc2cc(C(=O)NCc3ccc(OC)cc3)ccc2c1OCC	i	i	i	-3	i	-5	i	-24	i	i	i
O=C(CCCc1ccccc1)NCCc1ccc(F)cc1	i	i	i	2	i	-7	i	6	i	i	i
Cc1ccc(S(=O)(=O)N2CCN(C(=O)COC(=O)C3CCC3)CC2)cc1	i	i	i	0	i	-11	i	/	i	i	i
COc1ccccc1-c1cc(C2CC2)nc(N)c1C#N	i	i	i	-5	i	-8	i	-9	i	i	i
Cc1c(OCC(=O)NC2CCN(Cc3ccccc3)CC2)ccc2c3c(c(=O)oc12)CCC3	i	i	i	-13	i	-10	i	5	i	i	i
COC(=O)c1nc2n(n1)C(c1cccc(Cl)c1)C1=C(CC(C)(C)CC1=O)N2 (stereo not drawn)	i	i	i	-3	i	-5	i	-6	i	i	i
COc1ccc2cc(C3CC(c4cccs4)=NN3S(C)(=O)=O)c(Cl)nc2c1 (stereo not drawn)	i	i	i	6	i	-8	i	-2	i	i	i

Further structures follow:
SMILES	ANO1 block	KCNK3 block	KCNK9 inh	SKKanGAS inh	RGS4 pot	hERG protect	TMEM16A act	HDAC3 inhib	KCNQ1 inh	RGS4 inh	KCNQ1 act
CCc1nnc(NC(=O)c2cc(-c3cccnc3)nc3ccccc23)s1	i	i	i	17	i	-14	i	2	i	i	i
C=CCOc1c(Br)cc(/C=N/O)cc1OCC	i	i	i	0	i	-6	i	4	i	i	i
CN(CCc1ccccn1)S(=O)(=O)c1ccccc1F	i	i	i	2	i	-3	i	-2	i	i	i
O=C(Nc1cccc(-c2nnc(-c3ccccc3)o2)c1)C1CC1	i	-9.8*	i	8	i	-16	i	-5	i	i	i
CN1CCN(CCN2CCn3c2nc2ccccc23)CC1	i	i	i	0	i	-9	i	-2	i	i	i
CC1CCc2c(sc3nn[nH]c(=O)c23)C1 (stereo not drawn)	i	i	i	9	i	-10	i	?	i	i	i
CC1CCCC(NC(=O)CCNC(=O)c2ccc(Br)cc2)C1C (stereo not drawn)	i	i	i	-7	i	-8	i	1	i	i	i
Cc1nnc(CN(C)Cc2cn[nH]c2-c2ccc(-c3ccccc3)cc2)o1	i	i	i	3	i	-12	i	4	i	i	i
CCc1ccccc1NC(=O)Nc1cnccn1	i	i	i	17	i	0	i	3	i	i	i
COc1cccc(CCNC(=O)C2CCCN(c3ncnc4c3nc3n4CCCCC3)C2)c1OC (stereo not drawn)	i	i	i	-4	i	-10	i	2	i	i	i
CCCCOc1ccc(C(=O)NCCC(=O)NCCCC(=O)OCC)cc1	i	i	i	-12	i	-4	i	2	i	i	i
CCN(CC)CCCn1c2c(c(SCC(=O)Nc3ccccc3Cl)nc1=O)CCC2	i	i	i	-3	i	-9	i	3	i	i	i
Cc1cccc(NC(=O)C2CCN(S(=O)(=O)c3ccc4c(c3)NC(=O)CO4)CC2)c1	i	i	i	-15	i	-10	i	-3	i	i	i

Screening results as filed in PubChem BioAssay.
